Screens: PubChem, The Scripps Research Institute Molecular Screening Center
CHO-K1 Ca ag: M1 agonist counterscreen hit in parental CHO-K1 cells | AID 602248 | hit rate 0.48% among 360,000 | activation, % at 3 µM | Fluo-8 calcium fluorescence; scaled to maximal ATP response, vehicle zero; in the data active = activation above about 15%;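 also: untransfected CHO-K1 host cells lacking M1 receptor as counterscreen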
M4 ag: CHRM4 agonism in calcium assay; CHO-K1 hM4/Gqi5, Fluo-8 calcium fluorescence; vehicle 0%, full acetylcholine response 100%; activation, % at 3 µM; AID 624127; P08173; hit rate 0.14% among 360,000;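 active = activation above the run mean over all test wells plus 3 SD, cut at about 32% in these data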;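 also: peak over basal fluorescence ratio per well then scaled between controls; 0% = DMSO wells and 100% = acetylcholine at EC100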
Target sequence (P08173 whole entry, looked up): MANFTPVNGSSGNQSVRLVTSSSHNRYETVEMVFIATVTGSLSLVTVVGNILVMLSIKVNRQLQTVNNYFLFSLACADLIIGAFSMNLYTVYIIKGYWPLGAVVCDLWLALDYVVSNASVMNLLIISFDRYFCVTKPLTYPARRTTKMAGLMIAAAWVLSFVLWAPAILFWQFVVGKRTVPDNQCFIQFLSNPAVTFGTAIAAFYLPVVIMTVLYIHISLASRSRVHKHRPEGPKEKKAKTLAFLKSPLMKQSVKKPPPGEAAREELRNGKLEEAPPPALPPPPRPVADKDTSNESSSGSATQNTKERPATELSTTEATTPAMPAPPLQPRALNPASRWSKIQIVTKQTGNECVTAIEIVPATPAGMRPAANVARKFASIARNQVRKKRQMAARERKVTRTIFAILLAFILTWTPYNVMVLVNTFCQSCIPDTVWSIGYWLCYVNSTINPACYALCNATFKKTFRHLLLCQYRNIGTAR
CHRM4 PAM: positive allosteric modulators of human muscarinic M4 receptor | P08173 | CHO-K1 hM4/Gqi5, Fluo-8 calcium fluorescence, ACh EC20; 0% = ACh EC20, 100% = maximal ACh | activation, % at 3 µM | hit rate 0.4% among 360,000 | AID 624126;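 active = activation above its plate's cutoff, the mean activation of sample wells plus 3 SD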; also: some results filed as inactive read as strong as hits
CHO-K1 Ca PAM: counter-screen for M1 PAMs: effect in parental CHO-K1 cells | ATP EC20, Fluo-8 calcium fluorescence; 0% at ATP EC20, 100% at ATP max | activation, % at 3 µM | hit rate 0.02% among 360,000;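 active = activation above the run cutoff, the mean activation of all test compounds plus 3 SD, cut at about 40% in these data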;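 also: peak over basal fluorescence ratio in a 140 s read after ATP addition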
M5 PAM: potentiates acetylcholine response at human M5 receptor; P08912; CHO-K1 hM5, Fluo-8 calcium, ACh EC20 PAM; 0% = ACh EC20, 100% = ACh EC100; activation, % at 3 µM; hit rate 0.3% among 360,000; AID 624038;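 active = activation above the run cutoff, the mean activation of all test compounds plus 3 SD, cut at about 18% in these data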
Target sequence (P08912 whole entry, looked up): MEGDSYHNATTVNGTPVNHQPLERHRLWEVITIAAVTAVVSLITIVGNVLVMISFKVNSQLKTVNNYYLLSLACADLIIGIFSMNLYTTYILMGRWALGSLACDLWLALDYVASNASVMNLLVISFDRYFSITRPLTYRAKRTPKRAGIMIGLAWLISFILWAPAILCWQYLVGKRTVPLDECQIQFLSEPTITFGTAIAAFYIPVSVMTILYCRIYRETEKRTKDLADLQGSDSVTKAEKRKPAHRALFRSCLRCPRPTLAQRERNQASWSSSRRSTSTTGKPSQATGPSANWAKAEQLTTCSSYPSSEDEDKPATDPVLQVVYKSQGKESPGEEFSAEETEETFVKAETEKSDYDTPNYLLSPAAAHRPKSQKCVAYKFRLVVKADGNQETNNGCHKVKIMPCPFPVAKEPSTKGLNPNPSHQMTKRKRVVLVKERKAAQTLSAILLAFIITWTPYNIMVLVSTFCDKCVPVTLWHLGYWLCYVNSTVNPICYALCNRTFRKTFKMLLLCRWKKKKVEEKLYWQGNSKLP
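Test system: CHO-K1 hM5 cells / Doses: single-point, 3 µM nominal / Times: Post-acetylcholine fluorescence recording 140 s / Technique: Fluo-8 calcium fluorescence / Measure: Max/basal fluorescence ratio as % of EC20–EC100 ACh window / Benchmarks: low control EC20 acetylcholine (0%), high control EC100 acetylcholine (100%) / Replicates: one well per compound, no replicates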
CHO-K1 Ca antag: M1 antagonist counterscreen hit in parental CHO-K1 cells. ATP-induced calcium, Fluo-8 fluorescence. inhibition, % at 3 µM. hit rate 0.6% among 360,000. AID 602250;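 active = inhibition above a per-plate cutoff, the plate's mean sample inhibition plus 3 SD, cut at about 24% in these data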;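 also: 0% = DMSO plus EC80 ATP and 100% = DMSO alone without ATP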
CHRM4 antagonist: blocks acetylcholine activation of human M4 receptor; P08173; CHO-hM4 cells, ACh EC80, Fluo-8 calcium fluorescence; inhibition, % at 3 µM; hit rate 0.73% among 360,000;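 active = inhibition above its plate's cutoff, the mean inhibition of sample wells plus 3 SD, cut at about 27% in these data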;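 also: 0% = acetylcholine EC80 with DMSO and 100% = DMSO without agonist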
M5 antag: blocks acetylcholine activation of human M5 receptor | P08912 | CHO-hM5 cells, Fluo-8 calcium fluorescence, ACh EC80 | hit rate 0.59% among 360,000 | inhibition, % at 3 µM;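 active = inhibition above a per-plate cutoff, the mean of that plate's test compounds plus 3 SD, cut at about 27% in these data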;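 also: 0% = acetylcholine EC80 with DMSO and 100% = DMSO without agonist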
CHRM5 agonist: agonists of human muscarinic M5 receptor (CHRM5) | CHO-K1 hM5 cells, Fluo-8 calcium fluorescence; 0% DMSO wells, 100% maximal acetylcholine response | activation, % at 3 µM | hit rate 0.19% among 360,000;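 active = activation above the run's mean over test compounds plus 3 SD, cut at about 23% in these data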;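 also: signal is peak over basal fluorescence ratio across the kinetic read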
* hit, by the source's call; nt = no result given. No enrichment for hits; any-hit rate near 2.7%.

Field names: A = CHO-K1 Ca ag; B = M4 ag; C = CHRM4 PAM; D = CHO-K1 Ca PAM; E = M5 PAM; F = CHO-K1 Ca antag; G = CHRM4 antagonist; H = M5 antag; I = CHRM5 agonist
molecule: CC1CC(C)CN(CCCNC(=O)Cc2c(C(=O)O)n(C)c3ccccc23)C1 (stereo unspecified)
  A = 0.4	B = 0	C = 6	D = 13	E = -6	F = -9	G = -1	H = 2	I = 3
molecule: C=CCN(c1ccccc1OC)S(=O)(=O)c1cccc(C(=O)Nc2nnc(C3CC3)s2)c1
  A = 0.1	B = -2	C = -2	D = 20	E = 7	F = -17	G = -7	H = 9	I = 1
molecule: Cc1ccc(NC(=O)C2C(c3ccccc3)C2(Cl)Cl)c(C)c1 (stereo unspecified)
  A = 0.9	B = 0	C = -9	D = 17	E = -16	F = -12	G = -10	H = 1	I = -8
molecule: CCc1ccc(OCCCC(=O)Nc2ccc(N3CCCCC3)cc2)cc1
  A = 1.0	B = 0	C = 7	D = 23	E = 9	F = -16	G = -2	H = -10	I = 1
molecule: CCn1cc([N+](=O)[O-])c(C(=O)N2N=C(c3ccc(Cl)c(Cl)c3)CC2c2ccccc2O)n1 (stereo unspecified)
  A = 0.3	B = 5	C = 5	D = 18	E = 13	F = -3	G = 3	H = 3	I = -1
molecule: Cc1cccc(CS(=O)(=O)Cc2ccc(C(=O)NCc3ccccc3)o2)c1
  A = 6.0	B = 6	C = -7	D = 11	E = -2	F = -13	G = 1	H = 6	I = 0
molecule: O=C(N/N=C/c1cc([N+](=O)[O-])ccc1O)c1cccc2ccccc12
  A = 0.3	B = 0	C = 7	D = 16	E = -3	F = -2	G = -1	H = 0	I = -3
molecule: CCOC(=O)C1CCCN(C(=O)c2ccc(Cn3c(=S)[nH]c4cc(C(=O)OC)ccc4c3=O)cc2)C1 (stereo unspecified)
  A = 0.3	B = 2	C = 4	D = 15	E = 3	F = -13	G = 4	H = 9	I = 1
molecule: Cc1cccc(C)c1NC(=O)C1(N(Cc2ccco2)C(=O)CC2NC(=O)NC2=O)CCCCC1 (stereo unspecified)
  A = 0.1	B = 0	C = -4	D = 4	E = -7	F = -11	G = 10	H = 4	I = -1
molecule: O=C(NC1CCCC1)c1ccc(Br)s1
  A = -0.3	B = -1	C = 4	D = 3	E = 3	F = 4	G = 2	H = 1	I = -1
molecule: CN(C)c1nc(N)nc(CSc2nnnn2-c2ccccc2)n1
  A = 0.9	B = 2	C = 0	D = 13	E = -1	F = -3	G = 0	H = 2	I = 1
molecule: Cc1ccc([N+](=O)[O-])cc1NC(=O)CSc1nncn1-c1ccccn1
  A = 0.6	B = 2	C = -5	D = -9	E = -2	F = -6	G = 11	H = -7	I = 0
molecule: O=C(Nc1ccc(C2SCCS2)cc1)c1ccccc1
  A = 1.3	B = 2	C = -2	D = 5	E = -1	F = -12	G = 8	H = -4	I = 2
molecule: COc1cccc(CNC(=O)C2CCCN(S(=O)(=O)c3c(C)noc3/C=C/N(C)C)C2)c1 (stereo unspecified)
  A = -0.2	B = 1	C = 0	D = 7	E = 0	F = 14	G = 1	H = 7	I = 0
molecule: O=C1CCC(=O)N1OCCOc1ccc2c(c1)CCC2
  A = 0.1	B = 1	C = 1	D = 1	E = -1	F = -3	G = 8	H = 6	I = -2
molecule: COc1cc(NC(=O)c2cc3c(=O)n(C)c4ccccc4c3n2C)cc(OC)c1OC
  A = 1.3	B = 3	C = 1	D = 4	E = -6	F = -5	G = -13	H = 1	I = 4
molecule: COc1ccc(C(=O)[C@H]2[C@H]3C(=O)N(c4ccccc4)C(=O)[C@H]3C3C=CC=NN32)cc1 (stereo partly specified)
  A = 0.4	B = 1	C = -1	D = -5	E = 0	F = -5	G = 2	H = 7	I = 1
molecule: COc1ccc2c(-c3ccccc3)cc(SCC(=O)N(C)C3CCS(=O)(=O)C3)nc2c1 (stereo unspecified)
  A = 1.2	B = 4	C = -1	D = -4	E = 0	F = -3	G = -1	H = -1	I = 0
molecule: Cc1nc2c(Cl)cccc2[nH]1
  A = 0.1	B = 1	C = -2	D = 9	E = 0	F = -5	G = 9	H = -4	I = -2
molecule: CN(c1ccc(C(=O)N2CCOCC2)cc1[N+](=O)[O-])C1CCCCC1
  A = 2.3	B = 2	C = 22	D = 14	E = 4	F = -11	G = 5	H = -8	I = 1
molecule: CC1(C)Nc2ccccc2C(=O)N1c1ccc(Br)cc1
  A = 1.4	B = 13	C = -20	D = 4	E = -12	F = -4	G = 6	H = 11	I = -5
molecule: Nc1ncc(S(=O)(=O)c2ccc([N+](=O)[O-])cc2)s1
  A = -0.3	B = 0	C = -8	D = -6	E = -6	F = -2	G = 2	H = -2	I = -2
molecule: O=c1c2ccccc2sc2ccc(Cl)cc12
  A = -0.2	B = 0	C = 3	D = 7	E = 4	F = 3	G = -6	H = -1	I = -2
molecule: COc1ccc(C(=O)Cc2ccc(F)cc2)c(OC)c1
  A = -0.1	B = -1	C = 1	D = 24	E = 2	F = -7	G = 1	H = 0	I = -7
molecule: CCC(CO)Oc1cc(NC(=O)c2ccc(C)cc2)c2ncn(C(C)C)c2c1 (stereo unspecified)
  A = -0.6	B = 2	C = -2	D = 11	E = 5	F = -17	G = 4	H = 11	I = -5
molecule: O=C(Nc1cccc2ccccc12)N(CCO)C1CCS(=O)(=O)C1 (stereo unspecified)
  A = 0.1	B = 0	C = -2	D = -22	E = 7	F = -8	G = -15	H = 2	I = -3
molecule: CC1CN(Cc2ccccc2)C(=S)N(c2ccccc2)C1=O (stereo unspecified)
  A = 0.7	B = 3	C = 5	D = 19	E = 5	F = -16	G = -4	H = 2	I = 5
molecule: CCN1CCc2c(sc(NC(=O)c3ccc(S(=O)(=O)N4CCCC4)cc3)c2C(=O)NC)C1
  A = 4.2	B = 2	C = 2	D = 13	E = 8	F = -8	G = -2	H = -9	I = -1
molecule: COCCOc1cc(NC(=O)c2cccc(OC)c2)c(Cl)cc1Cl
  A = 0.1	B = 2	C = 4	D = 16	E = -2	F = -12	G = -9	H = -3	I = -6
molecule: CC(C)NC(=O)C1C(c2ccc(C(F)(F)F)cc2)=Nc2ccccc2N1C(=O)c1ccccc1 (stereo unspecified)
  A = nt	B = -1	C = -1	D = nt	E = -1	F = nt	G = 4	H = 1	I = 0
molecule: CN(Cc1ccccn1)C(=O)CC1C(=O)NCCN1Cc1cccc(Oc2ccccc2)c1 (stereo unspecified)
  A = 0.5	B = 1	C = 10	D = 7	E = 3	F = -4	G = -3	H = 3	I = -1
molecule: O=C(CSc1nnnn1Cc1ccccc1)Nc1ccc2c(c1)OCCO2
  A = 1.2	B = 2	C = -1	D = 20	E = -2	F = -7	G = -1	H = -6	I = -6
molecule: COc1cc(/C=C/C(=O)OCC(=O)Nc2ccc([N+](=O)[O-])cc2)ccc1O
  A = 19*	B = 39*	C = -11	D = 12	E = -18	F = -14	G = 2	H = 5	I = 38*
molecule: CC1CCN(Cc2ccc(NC(=O)C3CCN(c4nnc(-n5cccc5)s4)CC3)cc2)CC1
  A = 0.0	B = 5	C = -16	D = 6	E = -5	F = -6	G = 33*	H = -4	I = -5
molecule: CCN(CC)C(=O)CSc1nc2ccsc2c(=O)n1CCCC(=O)NCCc1ccc(S(N)(=O)=O)cc1
  A = 0.0	B = 1	C = -7	D = 10	E = 2	F = -10	G = 3	H = 8	I = -2
molecule: COc1ccc(CC(NC(C)=O)C(=O)NC2CCN(C(=O)c3ccc([N+](=O)[O-])cc3)CC2)cc1OC (stereo unspecified)
  A = 0.1	B = 1	C = 4	D = 10	E = 9	F = -3	G = 2	H = 6	I = -2
molecule: N#Cc1cc2c(nc1SCC(O)CS(=O)(=O)Cc1ccccc1)CCCC2 (stereo unspecified)
  A = 3.6	B = 7	C = 0	D = 13	E = -1	F = -16	G = -6	H = 3	I = 2
molecule: Cc1cc(Cl)ccc1OCC(=O)OCC(=O)Nc1ccc(F)c([N+](=O)[O-])c1
  A = 2.2	B = 7	C = -4	D = 10	E = -5	F = -7	G = 0	H = 4	I = -1
molecule: Cc1c(N2CCCC2)cc2c(c1NC(=O)c1ccccc1Cl)C(C)(C)CC2(C)C
  A = -0.9	B = -1	C = 2	D = 11	E = 0	F = -20	G = 0	H = 2	I = 0
molecule: CC(C)C[C@H]1CNC(=S)N1C[C@H]1CCCN1C[C@H](CC(C)C)N1C[C@H](CC(C)C)N(CCc2ccccc2)C1=S
  A = 0.5	B = -2	C = -2	D = 6	E = 0	F = 9	G = -15	H = -4	I = -2
molecule: CCS(=O)(=O)N1CCN(C(=O)c2ccco2)CC1
  A = -0.4	B = 2	C = 3	D = -1	E = 1	F = -2	G = -1	H = -4	I = 2
molecule: COC(=O)CSC1=C(C#N)C(=O)NC2(CCCCC2)S1
  A = -0.4	B = 0	C = -1	D = -9	E = 0	F = 13	G = 6	H = 0	I = -1
molecule: CCCCCn1c(Sc2ccccc2)nc2c1c(=O)[nH]c(=O)n2C
  A = 0.6	B = 1	C = 9	D = 11	E = -1	F = -8	G = -14	H = -4	I = 0
molecule: O=C(NCC1COc2ccccc2O1)c1ccc(Cl)c(S(=O)(=O)N2CCCC2)c1 (stereo unspecified)
  A = 10	B = 23	C = -12	D = -18	E = -27	F = -6	G = -4	H = 0	I = -2

Copied from above, 5 compounds:
Field names: A = CHO-K1 Ca ag; B = M4 ag; C = CHRM4 PAM; D = CHO-K1 Ca PAM; E = M5 PAM; F = CHO-K1 Ca antag; G = CHRM4 antagonist; H = M5 antag; I = CHRM5 agonist
molecule: O=C(Nc1cccc2ccccc12)N(CCO)C1CCS(=O)(=O)C1 (stereo unspecified)
  A = 0.1	B = 0	C = -2	D = -22	E = 7	F = -8	G = -15	H = 2	I = -3
molecule: CC1CN(Cc2ccccc2)C(=S)N(c2ccccc2)C1=O (stereo unspecified)
  A = 0.7	B = 3	C = 5	D = 19	E = 5	F = -16	G = -4	H = 2	I = 5
molecule: CCN1CCc2c(sc(NC(=O)c3ccc(S(=O)(=O)N4CCCC4)cc3)c2C(=O)NC)C1
  A = 4.2	B = 2	C = 2	D = 13	E = 8	F = -8	G = -2	H = -9	I = -1
molecule: COCCOc1cc(NC(=O)c2cccc(OC)c2)c(Cl)cc1Cl
  A = 0.1	B = 2	C = 4	D = 16	E = -2	F = -12	G = -9	H = -3	I = -6
molecule: CC(C)NC(=O)C1C(c2ccc(C(F)(F)F)cc2)=Nc2ccccc2N1C(=O)c1ccccc1 (stereo unspecified)
  A = nt	B = -1	C = -1	D = nt	E = -1	F = nt	G = 4	H = 1	I = 0
